LYP phosphatase: inhibitors of LYP phosphatase, biochemical, fluorescence intensity, uHTS (AID 1779); actives 0.054% (n = 290,000); one-dose inhibition, % at 11.5 µM; IC50 in µM for titrated hits; recombinant LYP phosphatase, fluorescence intensity; higher % means a stronger effect;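 further: plate controls were vehicle with enzyme for no effect and no enzyme for full effect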
AID2073: disruptors of CaV2.2 binding to Mint1 – biochemical, HTRF (AID 2073) | one-dose inhibition, % at 20 µM; IC50 in µM for titrated hits | actives 0.19% (n = 290,000) | HTRF protein-protein interaction, Mint1-CaV2.2; higher % means a stronger effect; in the data active means inhibition mostly above about 51%, no sharp cut-off; further: some results filed as inactive read as strong as hits
XIAP displacement: small molecules displacing peptide from XIAP – biochemical, IAP family, fluorescence polarization (AID 1018). XIAP BIR domain, fluorescence polarization peptide displacement; higher % means a stronger effect. one-dose displacement, % at 20 µM; IC50 in µM for titrated hits. actives 0.007% (n = 200,000); in the data active means displacement above about 50%; further: a part of the inactive calls stands beside numbers as strong as those of hits
SIAH1 antagonists: Siah-1 peptide-binding antagonists, primary screen, biochemical, fluorescence polarization, rhodamine-plectin, uHTS (AID 1817). one-dose displacement, % at 20 µM; IC50 in µM for titrated hits. actives 0.02% (n = 290,000). Siah-1 / rhodamine-plectin peptide fluorescence polarization; higher % means a stronger effect;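 active means displacement of at least 50% at 20 µM, with a fluorescence ratio check between 0.3 and a set limit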;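 further: plate controls were Siah plus tracer with DMSO for no effect and tracer alone without Siah for full effect; strong numbers were not always called active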
human PMI inhibitors: MPI inhibition at elevated mannose 6-phosphate – biochemical, fluorescence intensity, high mannose 6-phosphate, primary screen (AID 1220) | recombinant PMI enzyme, coupled fluorescence intensity; higher % means a stronger effect | one-dose inhibition, % at 20 µM; IC50 in µM for titrated hits | actives 0.66% (n = 190,000)
Dynein cargo inh: blocks dynein driven cargo transport along microtubules; 3617.4 mouse cells, GR-EGFP nuclear translocation imaging; test concentration mostly 20 µM; stimulated with dexamethasone, 1 µM; stronger effect = lower value; z-score, hits read low; actives 0.47% (n = 220,000);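 active means plate z-score of nuclear minus cytoplasmic receptor signal below a set negative limit, without overly bright fluorescence or cell loss, cut at about -3.5 in these data, passing the limit was not always enough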;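 further: z-score of nuclear minus cytoplasmic ring GR-EGFP intensity difference per well; some compounds called inactive have numbers as strong as hits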
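medium = tetracycline-free induction medium containing charcoal-stripped FBS | probe or stimulus = dexamethasone, 1.0 µM final | timing = 48 h induction, then 1 h compound, then 30 min agonist, 37 °C | detection = automated 10x imaging of fixed Hoechst-stained cells | read-out basis = nuclear versus cytoplasmic GR-EGFP signal, averaged per well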
M1AAP inhibition: P. falciparum M1AAP inhibitors, biochemical, fluorogenic H-Leu-NHMec substrate, 1536-well (AID 1445); recombinant M1AAP, H-Leu-NHMec fluorogenic kinetic assay; higher % means a stronger effect; one-dose inhibition, % at 30 µM; IC50 in µM for titrated hits; actives 0.42% (n = 220,000);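 active means primary inhibition above the hit cutoff, then over 50% inhibition at one or more dose response concentrations, cut at about 23% in these data, passing the limit was not always enough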;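 further: plate controls were DMSO full reaction for no effect and no enzyme background for full effect; strong numbers were not always called active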
PMI inhibitors: MPI enzyme activity inhibition – biochemical, fluorescence intensity, coupled assay, primary screen (AID 1209). purified PMI enzyme, coupled fluorescence intensity; higher % means a stronger effect. one-dose inhibition, % at 20 µM; IC50 in µM for titrated hits. actives 0.42% (n = 190,000);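 further: plate controls were DMSO vehicle for no effect and wells lacking substrate for full effect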
P. falciparum M17LAP: P. falciparum M17LAP inhibitors, primary screen, biochemical, fluorogenic H-Leu-NHMec substrate, 1536-well (AID 1619); recombinant M17LAP, H-Leu-NHMec fluorogenic kinetic assay; higher % means a stronger effect; inhibition, % at 30 µM, or IC50 in µM where a hit was titrated; actives 0.38% (n = 220,000);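 active means compound inhibiting the enzyme by more than half at any dose during confirmatory dose-response retesting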;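 further: plate controls were full reaction with DMSO carrier for no effect and no enzyme background for full effect; strong numbers were not always called active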
Dynein cargo inh cytoplasmic EGFP: further read-out of Dynein cargo inh, marked with its call; z-score; measured here: cytoplasmic GR-EGFP intensity; stronger effect = higher value
Dynein cargo inh nuclear GR-EGFP: also measured in Dynein cargo inh; calls as there; z-score; measured here: nuclear GR-EGFP intensity;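 lower value marks the stronger effect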
Dynein cargo inh cell count: further read-out of Dynein cargo inh, marked with its call; z-score; measured here: cell count per field
The depositor's hits bear a star; . = not tested or not shown. Unless noted, no stated cut-off is given here; in the data, active means inhibition above about 50%; inactive means the rest.

LYP phosphatase | Dynein cargo inh cytoplasmic EGFP | Dynein cargo inh nuclear GR-EGFP | P. falciparum M17LAP | human PMI inhibitors | M1AAP inhibition | Dynein cargo inh cell count | AID2073 | Dynein cargo inh | SIAH1 antagonists | XIAP displacement | PMI inhibitors | Molecule
-11% | -0.29 | -0.13 | 15% | 11% | 5% | 0.3 | -5% | -0.36 | 0% | -4.7% | 12% | CC(=O)Oc1oc(-c2ccccc2)nc1/C=N/c1ccccn1
-2% | -0.096 | -0.63 | 24% | 10% | 11% | 0.87 | 2% | -0.96 | 7% | -15% | 10% | COCc1[nH][nH]c(=O)c1C=Nc1ccccc1
-6% | -0.23 | -0.29 | -137% | -6% | 1% | 0.43 | -1% | -0.52 | 11% | 0.1% | -16% | Cc1ccc(C)c(Nc2c(F)c(F)c(F)c(F)c2C(=O)O)c1
-14% | . | . | 6% | -1% | 3% | . | 2% | . | 6% | 3.2% | -4% | COC(=O)c1cccc(NC(=O)C2COc3ccccc3O2)c1C (stereo unspecified)
-5% | -0.2 | 0.042 | 2% | -10% | -2% | -0.12 | 0% | 0.45 | 3% | 1.0% | -14% | COc1cccc(NC(=O)C(c2ccccc2)N2CCNC(=O)C2)c1 (stereo unspecified)
-4% | -0.11 | -0.056 | 4% | -4% | -1% | -0.024 | 9% | -0.1 | -5% | -4.4% | -3% | COc1cccc(NC(=O)C23CCC(C)(C(=O)O2)C3(C)C)c1 (stereo unspecified)
-3% | -0.12 | -0.34 | -2% | 7% | 4% | 0.37 | 0% | -1.2 | -1% | 0.1% | 16% | Cc1cccc(C)c1NC(=O)CC1SC2=NCCN2C1=O (stereo unspecified)
4% | -0.25 | -0.23 | 3% | 15% | -3% | 0.87 | 5% | -0.51 | 4% | 2.0% | 13% | CCCCNC(=O)CN(C1CCCCC1)S(C)(=O)=O
-8% | -0.17 | 0.7 | -5% | -4% | 1% | -1.2 | -12% | 2.6 | 0% | -7.1% | -1% | Cn1c(=O)c2c(-c3ccc(C(C)(C)C)cc3)n(N3CCOCC3)cc2n(C)c1=O
-2% | -0.012 | -0.078 | 5% | 5% | 2% | -1.3 | -4% | 0.5 | 4% | -3.7% | -5% | Cc1nc2ccccc2n1CC(O)COc1ccccc1Cl (stereo unspecified)
0% | -0.23 | -0.15 | 5% | 11% | 12% | 0.16 | 1% | -0.36 | 4% | -2.6% | 12% | CC1CCC2C(=O)N(c3cccc(OS(=O)(=O)c4ccccc4)c3)C(=O)C2C1 (stereo unspecified)
-5% | -0.09 | -0.58 | 10% | 6% | 1% | 0.18 | -2% | -1.1 | 1% | -5.6% | 9% | O=C(NCCc1ccccc1)C1CCCN(S(=O)(=O)c2cccs2)C1 (stereo unspecified)
-7% | -0.81 | -0.49 | -5% | . | -2% | 0.44 | -1% | -1.1 | 2% | . | . | CCC(=O)N1CCC2(CC1)Oc1ccc(F)cc1C(=O)C21CC(c2cccnc2)=NO1 (stereo unspecified)
-3% | -0.35 | -0.32 | 3% | -21% | -7% | -0.81 | 17% | 0.14 | -1% | -6.0% | -16% | Cc1nc2c(-c3ccccc3)c[nH]n2c(=O)c1Cc1ccccc1
2% | 0.074 | 0.56 | 16% | -15% | 8% | -0.39 | 12% | 0.47 | 0% | -7.3% | -13% | CC1(C)CC(=O)c2sc(NS(=O)(=O)c3ccccc3)nc2C1
-9% | -0.29 | 1.2 | 6% | 16% | -5% | -1.2 | -3% | 1.2 | -5% | 0.2% | 24% | Clc1ccc(SCc2cc(N3CCOCC3)nc(-c3ccccn3)n2)cc1
-4% | -0.12 | -0.029 | 7% | -8% | -1% | -0.26 | 4% | -0.99 | -6% | -4.4% | -12% | CCOC(=O)c1c(C)[nH]c(C(=O)COC(=O)CNC(=O)c2ccc(Cl)cc2Cl)c1C
-6% | -0.78 | -0.1 | 8% | . | 3% | 0.33 | 2% | -0.17 | 12% | . | . | COc1cc2c(cc1O)[C@@H]1Cc3cc(O)c(OC)cc3[C@H](C2)N1C
-4% | -0.2 | 1.2 | 19% | -4% | 10% | -0.26 | 29% | 0.58 | -4% | -8.5% | -9% | CCOc1ccc(-n2nc(C(=O)N3CCN(CC)CC3)c3ccccc3c2=O)cc1
-13% | -0.2 | 0.47 | 3% | 2% | 4% | 1.2 | -6% | -0.27 | -2% | -2.0% | 4% | O=C(NCc1nnc(SCC(=O)N2CCCC2)o1)c1ccccc1F
-3% | 0.59 | -0.002 | -2% | -3% | 0% | 0.61 | -10% | -0.74 | 3% | -0.9% | -2% | COc1ccc(CC(=O)NCC2(c3ccc(OC)c(OC)c3)CCOCC2)cc1
5% | -0.22 | -0.6 | -16% | -9% | 1% | 0.83 | 64% | -0.82 | 12% | -6.6% | -14% | O=C(O)/C=C/C(=O)Nc1ccccc1-c1ccccc1NC(=O)/C=C/C(=O)O
-9% | -0.084 | 0.21 | -7% | 11% | 0% | -0.09 | 40% | 0.61 | 2% | -8.1% | 18% | CN(C)S(=O)(=O)c1ccc(Cl)c(NC(=O)COc2ccccc2[N+](=O)[O-])c1
-5% | 0.032 | -0.48 | 1% | 3% | 3% | 2.2 | 18% | -0.92 | -1% | -2.9% | 9% | O=C(OC1CCOC1=O)c1cc(-c2ccccc2)nc2ccccc12 (stereo unspecified)

Arranged by value in Dynein cargo inh (ascending): some entries from above
| canonical_smiles | Dynein cargo inh |
| --- | --- |
| CCOC(=O)c1c(C)[nH]c(C(=O)COC(=O)CNC(=O)c2ccc(Cl)cc2Cl)c1C | -0.99 |
| O=C(OC1CCOC1=O)c1cc(-c2ccccc2)nc2ccccc12 (stereo unspecified) | -0.92 |
| CN(C)S(=O)(=O)c1ccc(Cl)c(NC(=O)COc2ccccc2[N+](=O)[O-])c1 | 0.61 |

(cont.)
LYP phosphatase | Dynein cargo inh cytoplasmic EGFP | Dynein cargo inh nuclear GR-EGFP | P. falciparum M17LAP | human PMI inhibitors | M1AAP inhibition | Dynein cargo inh cell count | AID2073 | Dynein cargo inh | SIAH1 antagonists | XIAP displacement | PMI inhibitors | Molecule
0% | 1.1 | 1.2 | -5% | 9% | -3% | 2.5 | -9% | 0.77 | -4% | -18% | 5% | CC(C)(C)Nc1c(N)c(=O)oc2ccccc12
-2% | 0.57 | -2.5 | 2% | 5% | 7% | 0.66 | 0% | -3 | -1% | -7.1% | 16% | COc1cccc(C(=O)/C=C/c2ccc(OCC#N)c(OC)c2)c1
-11% | 1 | 2.6 | -19% | 7% | 2% | -2.2 | -8% | 2.7 | 4% | -3.8% | 13% | O=C(N1CCOCC1)N1CCC(c2nc(-c3ccc(S(=O)(=O)N4CCOCC4)cc3)no2)CC1
2% | -0.17 | -0.54 | 6% | 1% | 3% | 0.064 | -20% | 0.5 | 1% | -2.8% | 0% | Cc1nn(Cc2c(F)c(F)c(F)c(F)c2F)c(C)c1NC(=O)c1cccc(COc2ccccc2Cl)c1
-36% | -0.13 | 0.16 | -212% | . | 6% | -0.18 | 24% | 0.55 | -5% | . | . | CCCCn1c(=NC(=O)c2ccco2)c(C(=O)OCC)cc2c(=O)n3cccc(C)c3nc21
-8% | 0.11 | 0.18 | -14% | 35% | 17% | -0.39 | -3% | -0.5 | 0% | 1.8% | 5% | N#CC1=C(N)C(C#N)(C#N)C(c2ccc[nH]2)C2CCCC=C12 (stereo unspecified)
-7% | -0.24 | 0.058 | 8% | -2% | -3% | 0.79 | -2% | 0.043 | -4% | -5.9% | -3% | Cc1cccc(OCCCC(=O)NCC(=O)Nc2cccc(C)c2C)c1
-5% | -0.21 | 0.46 | 6% | . | 6% | -0.024 | 8% | 0.11 | 10% | . | . | CC(=O)NCC(=O)NNC1CC(=O)N(c2cccc(Cl)c2)C1=O (stereo unspecified)
-4% | -0.3 | -0.41 | 9% | . | 6% | 1.6 | -60% | 0.0029 | 0% | . | . | Cc1nnc(NN)n(N)c1=O
-1% | -0.24 | 1 | 3% | . | 16% | -0.45 | 13% | 0.13 | 1% | . | . | N#C/C(=C\N1CCCCC1)S(=O)(=O)c1ccc(Cl)cc1
0% | -0.075 | 2 | 24% | -5% | 2% | -2.1 | 3% | 2.5 | 3% | -4.2% | -20% | Cc1ccc(N(O)C(=O)OCCNC(=O)Nc2ccccc2)cc1
-4% | -0.18 | 0.045 | -1% | 11% | 2% | -1.1 | 35% | 0.35 | 2% | -7.3% | 12% | COc1cc(C(C(=O)NC(C)(C)C)N(C(=O)CNC(=O)c2cccs2)c2ccccc2)cc(OC)c1OC (stereo unspecified)
-2% | -0.38 | 0.73 | 2% | -3% | 8% | 0.02 | 3% | 0.5 | -1% | -6.3% | -11% | Cc1ccc(S(=O)(=O)N(C)C)cc1NC(=O)COC(=O)COc1ccccc1[N+](=O)[O-]
-2% | -0.24 | 0.039 | 1% | 3% | 4% | 1.1 | 2% | -0.46 | -2% | 0.2% | 8% | O=C(c1ccccc1)c1ccncc1
0% | -0.13 | 1 | 19% | 14% | 9% | 0.2 | -1% | 2 | 4% | -2.5% | 13% | CCn1c(SCC(=O)Nc2nc(C)cs2)nnc1-c1ccco1
-3% | -0.26 | 0.17 | 17% | 5% | -6% | -0.66 | 6% | 0.37 | 4% | 0.4% | 8% | NC(=O)c1ccccc1N/C=C/C(=O)c1ccco1
-6% | -0.19 | -0.54 | 3% | 2% | 7% | 0.4 | -1% | -0.6 | 4% | -34% | 10% | Cc1nnc(SCc2cc(=O)oc3cc(O)ccc23)n1Cc1ccccc1
-2% | -0.27 | -0.42 | 29% | . | 17% | 0.74 | 23% | -0.76 | -4% | . | . | COc1ccc(C(=O)N/N=C/c2cc(Br)ccc2O)cc1OC
-3% | -0.23 | -0.31 | 6% | 9% | -2% | 0.39 | 16% | -0.92 | -1% | -7.6% | 8% | CCOc1ccc(N2Cc3ncccc3C2=O)cc1
-7% | -0.33 | 0.68 | 3% | 1% | 4% | -0.098 | 3% | 0.79 | -2% | -3.5% | 0% | COc1ccc(OC)c(NC(=O)Cn2cc(C=O)c3ccccc32)c1
1% | -0.22 | 0.27 | 8% | . | 17% | -0.095 | 2% | -0.38 | 12% | . | . | Cc1onc(C(=O)Nc2sc3c(c2C(N)=O)CCCC3)c1[N+](=O)[O-]
-3% | -0.037 | -0.035 | 2% | 8% | 1% | 0.56 | 4% | -0.6 | -5% | -0.7% | 13% | CCOC(=O)c1cc(-c2ccccc2)sc1NC(=O)CC

From PubChem BioAssay
